# Rac1 GTP hydrolysis – MgcRacGAP GTPase-activating activity inhibitors, confirmation, biochemical, ADP Hunter fluorescence; MgcRacGAP-stimulated Rac1 GTP hydrolysis, ADP Hunter fluorescence; higher % means a stronger effect; GST-tagged Rac1 F28L mutant substrate; inhibition, % at 30 µM, or IC50 in µM where a hit was titrated; hit rate 0.6% among 340,000; AID 624330;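 active = first-screen hits whose inhibition reached a set limit at any dose in the follow-up dose series; inconclusive = inhibition above the set first-screen limit but never retested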;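 also: fluorescence reports GDP produced by GAP-driven GTP hydrolysis; strong numbers were not always called active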
# RSV antiviral HEp-2 – inhibition of RSV-induced cytopathic effect – HEp-2 cells, primary 10 µM value included (AID 2391); hit rate 0.13% among 310,000; CPE inhibition, % at 10 µM; hits with a dose series show IC50 in µM; HEp-2 cells, RSV-induced CPE inhibition; higher % means a stronger effect; in the data active = a potency from the dose series; inconclusive = CPE inhibition mostly from about 23% at the one dose, without a potency; inactive = the rest, 99 in 100 with CPE inhibition below about 21%; also: strong numbers were not always called active
# Salmonella PhoP GFP – PhoP-dependent GFP reporter repression – Salmonella Typhimurium, primary screen (AID 1863); inhibition, % at 50 µM; hits with a dose series show IC50 in µM; hit rate 0.16% among 300,000; S. Typhimurium PhoP-regulated promoter GFP reporter, 4 h; higher % means a stronger effect;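 active = inhibition over 29.93%, a cutoff 3 SD above the screen mean, later confirmed by dose response; inconclusive = inhibition over 29.93% but no dose response follow-up; inactive = inhibition at most 29.93% or unconfirmed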;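 also: 0% = low Mg2+ inducing control and 100% = high Mg2+ repressing control; strong numbers were not always called active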
# K1F lysis inhibition – protection from phage-mediated lysis, alamar blue read-out – E. coli UTI89, K1F phage, bacterial capsule biogenesis inhibitors (AID 488966); E. coli UTI89 K1F phage lysis, alamar blue, 2 h; higher % means a stronger effect; one-dose inhibition, % at 100 µM; IC50 in µM for titrated hits; hit rate 0.02% among 340,000;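 active = phage lysis inhibition, versus mean bacterial control, above a set limit; inconclusive = no clear call, values can overlap the other calls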;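 also: capsule biogenesis inhibitors block K1F phage lysis so surviving cells raise fluorescence; higher fluorescence means more inhibition of phage lysis; actives were called in the ten point dose series up to 300 µM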
# HIV fusion peptide – cell-free HIV fusion peptide-binding blockers – biochemical, uHTS, fluorescence dequenching, primary screen (AID 1986); cell-free peptide binding, fluorescence dequenching, 30 min; higher % means a stronger effect; inhibition, % at 20 µM; hits with a dose series show IC50 in µM; hit rate 0.3% among 290,000; in the data active = inhibition mostly above about 52%, no sharp cut-off; inactive = mostly below about 76%; also: some results filed as inactive read as strong as hits
# GPR55 LPI antagonism – inhibition of LPI-stimulated GPR55 beta-arrestin translocation – imaging, U2OS, beta-arrestin-GFP, LPI agonist, primary screen (AID 2013); U2OS GPR55 beta-arrestin-GFP translocation imaging, LPI antagonism; higher % means a stronger effect; inhibition, % at 10 µM; hits with a dose series show IC50 in µM; hit rate 0.13% among 290,000;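 active = spots per cell inhibited over 60%, with over 100 cells counted and total cytoplasm intensity under 500,000; inconclusive = wells with under 100 cells, flagged as likely toxic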;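 also: U2OS cells stably carrying GPR55 and arrestin-GFP stimulated by 5 µM LPI near EC80; imaged beta-arrestin-GFP aggregate spots per cell after agonist stimulation; plate controls were LPI-stimulated DMSO wells for no effect and DMSO wells without LPI for full effect; some results filed as inactive read as strong as hits; confirmed hits need IC50 under 10 µM and bright autofluorescent wells are also inconclusive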
# GPR35 antagonists – inhibition of zaprinast-stimulated GPR35 beta-arrestin translocation – imaging, U2OS, beta-arrestin-GFP, zaprinast agonist, primary screen (AID 2058); hit rate 0.052% among 290,000; U2OS GPR35 beta-arrestin-GFP translocation imaging, zaprinast antagonism; higher % means a stronger effect; one-dose inhibition, % at 10 µM; IC50 in µM for titrated hits;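 active = inhibition of at least 50% with at least 30 cells and total cytoplasm GFP at most 10,000,000; inconclusive = under 30 cells or total GFP of 10,000,000 plus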
# SV40 large T antigen – TAg ATPase/helicase activity blockers – biochemical (AID 1903) | SV40 large T antigen ATPase/helicase inhibition assay; higher % means a stronger effect | inhibition, % at 20 µM; hits with a dose series show IC50 in µM | hit rate 0.39% among 310,000; in the data active = a potency from the dose series; inconclusive = inhibition mostly from about 32% at the one dose, without a potency; inactive = the rest, 99 in 100 with inhibition below about 32%; also: strong numbers were not always called active
# Dengue-2 NS5 capping – flavivirus cap methylation enzyme inhibition – biochemical, confirmation dose response, primary screen (AID 588689). Dengue-2 NS5 methyltransferase capping enzyme assay, biochemical; higher % means a stronger effect. one-dose inhibition, % at 25 µM; IC50 in µM for titrated hits. hit rate 0.3% among 340,000; in the data active = a potency from the dose series; inconclusive = inhibition above about 29% without an active follow-up result
# Dengue-2 NS5 capping pilot replicate – also measured in Dengue-2 NS5 capping; calls as there; inhibition, %; measured here: pilot screen replicate inhibition
# * = called active by the depositor; ? = inconclusive; . = not tested or not shown; [ ] = remark or other dose.
SMILES,Rac1 GTP hydrolysis,RSV antiviral HEp-2,Salmonella PhoP GFP,K1F lysis inhibition,HIV fusion peptide,GPR55 LPI antagonism,GPR35 antagonists,SV40 large T antigen,Dengue-2 NS5 capping,others
Cc1ccc(C)c(OCC(=O)NNC(=O)CCN2CCN(c3ccccc3)CC2)c1,2%,-0.5%,.,0.3%[50 µM],.,.,.,.,-3%,
N#C/C(N=Nc1ccccc1O)=N\Nc1ccccc1O,14%,-4.6%,15%,-18%,.,.,.,20%,-1%,
CC(C)Cc1nnc(NC(=O)CCC(=O)N2CCN(Cc3ccc(F)cc3)CC2)s1,4%,3.6%,-3%,1.3%,1.7%,-3%,4%,4%,-2%,
O=C(c1ccc(F)cc1)C1CCN(C(=S)Nc2ccccc2Cl)CC1,6%,2.4%,-8%,-0.6%,0.3%,-2%,-6%,10%,6%,
CCOC(=O)CC(C(=O)OCC)P(=O)(c1ccccc1)c1ccccc1 (configuration not stated),5%,1.2%,-7%,0.5%,-1.8%,-5%,15%,7%,-6%,
Cc1ccccc1C1CC(c2ccccc2OC(F)F)Nc2ncnn21 (configuration not stated),14%,2.3%,0%,-0.4%,-2.1%,16%,-3%,12%,6%,
Cc1ccc(SC(=O)COc2ccc(C)c(C)c2)cc1,9%,4.2%,23%,1.9%,4.8%,9%,19%,-9%,-16%,
Cc1ccnc(Nc2nc3ccccc3o2)n1,7%,-0.6%,10%,0.8%,1.5%,4%,4%,6%,-1%,
COc1ccccc1-c1nc2n(n1)C(c1ccc(Cl)cc1)C(C(N)=O)=C(C)N2 (configuration not stated),-5%,2.4%,-8%,-0.3%,-1.1%,5%,11%,4%,0%,
CC(C)n1c(O)c(N=Nc2ccc(Cl)nn2)c2ccccc21,2%,3.6%,-8%,1.2%[50 µM],4.4%,11%,22%,6%,-7%,
Nc1nc(Cl)cc(Sc2ccc3ccccc3c2)n1,6%,0.3%,-1%,0.1%,-1.9%,-5%,8%,16%,-1%,
O=C(O)C1(c2cccc(Cl)c2)CCC1,-11%,2.6%,-9%,6.8%,1.3%,16%,6%,0%,2%,

# Ordered by SMILES length (largest number first): 10 of the compounds above
SMILES,Rac1 GTP hydrolysis,RSV antiviral HEp-2,Salmonella PhoP GFP,K1F lysis inhibition,HIV fusion peptide,GPR55 LPI antagonism,GPR35 antagonists,SV40 large T antigen,Dengue-2 NS5 capping,others
COc1ccccc1-c1nc2n(n1)C(c1ccc(Cl)cc1)C(C(N)=O)=C(C)N2 (configuration not stated),-5%,2.4%,-8%,-0.3%,-1.1%,5%,11%,4%,0%,
CC(C)Cc1nnc(NC(=O)CCC(=O)N2CCN(Cc3ccc(F)cc3)CC2)s1,4%,3.6%,-3%,1.3%,1.7%,-3%,4%,4%,-2%,
Cc1ccc(C)c(OCC(=O)NNC(=O)CCN2CCN(c3ccccc3)CC2)c1,2%,-0.5%,.,0.3%[50 µM],.,.,.,.,-3%,
CCOC(=O)CC(C(=O)OCC)P(=O)(c1ccccc1)c1ccccc1 (configuration not stated),5%,1.2%,-7%,0.5%,-1.8%,-5%,15%,7%,-6%,
O=C(c1ccc(F)cc1)C1CCN(C(=S)Nc2ccccc2Cl)CC1,6%,2.4%,-8%,-0.6%,0.3%,-2%,-6%,10%,6%,
CC(C)n1c(O)c(N=Nc2ccc(Cl)nn2)c2ccccc21,2%,3.6%,-8%,1.2%[50 µM],4.4%,11%,22%,6%,-7%,
Cc1ccc(SC(=O)COc2ccc(C)c(C)c2)cc1,9%,4.2%,23%,1.9%,4.8%,9%,19%,-9%,-16%,
N#C/C(N=Nc1ccccc1O)=N\Nc1ccccc1O,14%,-4.6%,15%,-18%,.,.,.,20%,-1%,
Nc1nc(Cl)cc(Sc2ccc3ccccc3c2)n1,6%,0.3%,-1%,0.1%,-1.9%,-5%,8%,16%,-1%,
O=C(O)C1(c2cccc(Cl)c2)CCC1,-11%,2.6%,-9%,6.8%,1.3%,16%,6%,0%,2%,

# More records.
SMILES,Rac1 GTP hydrolysis,RSV antiviral HEp-2,Salmonella PhoP GFP,K1F lysis inhibition,HIV fusion peptide,GPR55 LPI antagonism,GPR35 antagonists,SV40 large T antigen,Dengue-2 NS5 capping,others
CC(Sc1nnc(-c2ccncc2)n1-c1ccc(F)cc1)C(=O)NC1CC1 (configuration not stated),6%,1.1%,.,0.0%[50 µM],.,.,.,.,-9%,
COC(=O)c1c(C)[nH]c(C)c1C(=O)c1ccccc1Cc1ccccc1,2%,19%,-6%,-1.2%,.,.,.,23%,?,
CCOC(=O)N1CCC(NS(=O)(=O)c2ccc3c(c2)C(C)(C)C(=O)N3C)CC1,0%,-0.5%,2%,-0.3%,-2.6%,-6%,26%,1%,-7%,
Cn1c(Cn2c(=O)sc3ccccc32)nnc1SCC(=O)NCc1ccccc1Cl,-9%,2.6%,-10%,7.5%,-1.0%,7%,3%,0%,-4%,
O=C(Nc1ccc(NC(=O)c2ccc3c(c2)OCO3)cc1)c1cccc(Cl)c1,7%,1.0%,.,0.5%[50 µM],.,.,.,.,5%,
O=C(COC(=O)c1ccccn1)Nc1ccccc1Cl,-4%,1.6%,-9%,-0.2%,-0.4%,-9%,-14%,9%,-10%,
CCOc1ccc(C(C(=O)NCC2CCCO2)N(CCc2cccc(C)c2)C(=O)c2snc(C(N)=O)c2N)cc1 (configuration not stated),16%,.,.,-0.1%,0.6%,2%,0%,.,2%,
CN(C(=O)Cc1c(C(=O)O)n(C)c2ccccc12)c1ccc(Cl)cc1,14%,2.4%,-6%,0.2%,2.3%,4%,-2%,23%,1%,
O=C(NCC(=O)N1CCCCCCC1)c1cccc([N+](=O)[O-])c1,-2%,0.4%,.,-0.1%[50 µM],.,.,.,.,-2%,
O=S(=O)(c1cccc(NC(=S)N2CCN(c3ccc(F)cc3)CC2)c1)C(F)F,11%,11%,-9%,0.4%,-3.1%,-17%,-5%,6%,-15%,
N#Cc1ccc(CSCC(=O)O)cc1,0%,0.9%,-7%,2.7%,10%,-2%,-6%,12%,3%,
O=C(Nc1ccc2ccccc2c1)/C(=C\c1ccc2c(c1)OCO2)NC(=O)c1ccco1,-14%,8.0%,-16%,-0.8%[50 µM],-2.7%,6%,3%,5%,5%,
CC(=O)c1ccc(NC(=O)C2CCN(S(=O)(=O)c3cccc4cccnc34)CC2)cc1,0%,2.1%,2%,-1.3%,0.1%,2%,10%,3%,-1%,
CC(C)Cn1c(-c2ccc(Br)cc2)c[nH]c1=S,5%,8.1%,8%,0.4%,-1.1%,8%,-6%,5%,-7%,
COC(=O)c1ccccc1NC(=O)CN(C1CCCCC1)S(C)(=O)=O,7%,0.2%,-4%,0.0%,1.3%,13%,12%,10%,-6%,
CCOc1ccccc1N1Cc2ccccc2C1,8%,3.1%,21%,0.7%,-2.0%,11%,-6%,5%,-2%,
CCOC(=O)c1c(NC(=S)Nc2ccccc2)sc2c1CCN(C)C2,21%,0.7%,-22%,-0.4%,-4.6%,-4%,-4%,10%,-18%,
CCCC(=O)C1=C(O)C(C(=O)OC)C(C)(C)CC1=Nc1ccc(N)cc1 (configuration not stated),7%,-0.8%,3%,0.5%,0.5%,-4%,11%,9%,-9%,Dengue-2 NS5 capping pilot replicate=3.2
Cc1ccccc1C(=O)OC1CCN(C)CC1,9%,0.4%,.,0.4%,-1.9%,15%,7%,12%,-3%,
COC(=O)c1nn(-c2ccccc2)c(Cl)c1/C=N/OCc1ccc(Cl)cc1Cl,8%,35%,3%,-0.8%,0.7%,5%,13%,14%,-4%,
COc1cc(/C=C2/SC(=S)N(CCC(=O)Nc3ccc(C(=O)O)cc3)C2=O)cc(OC)c1OC,11%,1.4%,-9%,-0.5%[50 µM],24%,-3%,-2%,13%,6%,
O=C(N/N=C/c1ccc(O)cc1)/C(=C/c1ccccc1)CCO,?,0.7%,-2%,3.0%[50 µM],2.3%,2%,-2%,?,-3%,
Cc1ccc(SCC(=O)O/N=C(\N)c2ccncc2)cc1,8%,1.2%,-7%,0.0%,2.1%,7%,7%,17%,-3%,
CC(=O)Nc1ncc(Cc2cccc(Cl)c2Cl)s1,14%,0.4%,-3%,-0.1%,-1.2%,-1%,5%,2%,1%,
CCCCCCCN1CCN=C1Nc1ccccc1,1%,-1.0%,.,7.0%,.,.,.,-2%,-7%,
CCOC(=O)c1c(C)[nH]c(C)c1C(=O)CSc1nc2ccccc2[nH]1,7%,1.2%,1%,0.8%[50 µM],-0.8%,0%,16%,51%,6%,
Cc1n[nH]c(C)c1S(=O)(=O)N1CCCC(C(=O)NCc2cccs2)C1 (configuration not stated),5%,1.2%,-4%,4.7%,-0.3%,-14%,-1%,0%,-10%,
C=CCOC(=O)C1=C[C@@H](c2ccc(Br)cc2)C[C@@H](OCCCCO)O1,11%,5.0%,-7%,-0.5%,.,.,.,15%,2%,
O=C(Nc1nc2ccccc2s1)C1CC(=O)N(c2ccc(Cl)cc2)C1 (configuration not stated),11%,5.3%,5%,1.3%,-3.1%,-4%,6%,7%,-7%,
N#C/C(C(=O)Nc1ccc(Cl)cc1)=C(/S)Nc1ccccc1,6%,2.8%,12%,-1.1%,13%,0%,-10%,16µM*,9%,
Fc1cccc(-c2cc3nc(-c4ccccc4)cc(N4CCC5(CC4)OCCO5)n3n2)c1,4%,?,-3%,1.0%,4.2%,2%,-19%,21%,-5%,
C(/C=C/c1ccccn1)=C\c1ccccc1,10%,.,.,0.5%,.,.,.,18%,9%,
CC(=O)N=c1c(C#N)cc2c(=O)n3cccc(C)c3nc2n1CCCOC(C)C,.,2.6%,-9%,.,-0.6%,7%,12%,12%,.,
CCCNC(=O)c1ccc(N2CCC3(CC2)CC(c2cccc(Br)c2)=NO3)c(NC(=O)c2cccc(OC)c2)c1,1%,-0.2%,.,-0.2%,.,.,.,0%,4%,
Cc1ccccc1-n1cc(CNC(=O)CC2C(=O)NCCN2C/C=C/c2ccccc2)cn1 (configuration not stated),9%,0.7%,-9%,-0.1%,0.2%,2%,-8%,11%,-3%,

# High-throughput results: PubChem BioAssay, several laboratories
